High-throughput results deposited in PubChem by several laboratories.
CAL PDZ FP-1: human CAL PDZ-peptide interaction inhibition; Q9HD26; purified CAL PDZ, TMR-peptide fluorescence polarization, 1 h; inhibition, % at 20 µM; 330,000 tested, 0.02% active; AID 504414;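 active = highest replicate inhibition of at least 40%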;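 also: plate controls were DMSO neutral control wells for no effect and unlabeled competitor peptide control wells for full effect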
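material = purified tagged CAL PDZ domain construct (CerCALP) | compound dosing = 20 µM, one dose | times = 1 h at RT | measured by = fluorescence polarization from S- and P-plane intensities, G-factor corrected | read-out = inhibition from polarization loss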
Cardiac RTF inh: cardiac RTF calcium desensitization; inhibition, % at 7.15 µM; 340,000 tested, 0.12% active; IANBD-labeled cardiac RTF, Ca2+ fluorescence; AID 493244; P19429+P45379;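 active = inhibition above the mean inhibition of all tested compounds plus 3 SD, cut at about 17% in these data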;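 also: assay run at fixed EC70 calcium of 1.6 mM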
Pemphigus Ab inh: inhibitors of pemphigus antibody binding to human desmoglein-3; P32926; DSG3-coupled beads, scFv-anti-DSG3-GFP binding, flow cytometry; hits give low values; binding (percent of control), % at 10 µM; 310,000 tested, 0.48% active;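 active = binding more than 3 SD below its plate's average and above zero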;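 also: hits lower antibody fragment binding to DSG3; some compounds called inactive have numbers as strong as hits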
V-ATPase pH: regulators of yeast V-ATPase proton transport; S. cerevisiae, pHLuorin cytosolic pH fluorescence; response, % at 10 µM; 350,000 tested, 0.37% active; in the data active = response mostly above about 7.3%, no sharp cut-off; inactive = mostly below about 5.4%; also: actives read high; inactives centre near 0; some compounds called inactive have numbers as strong as hits; reference of the scale not given here
NSD2 HMT inh: inhibitors of human histone methyltransferase NSD2; NSD2 peptide methylation, AlphaScreen, 120 min; inhibition, % at 12.5 µM; 310,000 tested, 0.54% active; AID 743445; in the data active = inhibition above about 50%
Arrestin-AP2 inh: blocks beta-arrestin peptide binding to AP2 adaptin; FITC-arrestin peptide / GST-AP2 beads, flow cytometry; AP2 beta2 appendage carries R879A mutation; inhibition, % at 10 µM; 340,000 tested, 0.31% active;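 active = inhibition above a set limit, near 3 SD of compounds lacking own fluorescence, cut at about 54% in these data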;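 also: plate controls were DMSO wells for no effect and 5 µM unlabelled arrestin peptide for full effect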
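system = GST-tagged AP2 beta2-adaptin appendage (R879A) on 4 µm glutathione beads | reagent = FITC-labelled arrestin peptide probe, 50 nM final | schedule = compound with beads 12 min RT, then probe 1 h RT | signal = HyperCyt-sampled flow cytometry, FL1 channel, ex 488/em 535 nm | read-out = percent response from loss of bead-bound FITC fluorescence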
C-LANA FP: blocks KSHV LANA C-terminal domain binding to DNA. MBP-C-LANA/FAM-LBS DNA binding, fluorescence polarization. inhibition, % at 9 µM. 340,000 tested, 0.078% active;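 active = highest replicate inhibition at or above 60% at 9 µM, even if other replicates fall short; inactive = all replicates below 60% inhibition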;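 also: 0% = neutral control wells and 100% = 4 µM acridine orange control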
Keap1-Nrf2 PPI: Keap1-Nrf2 (human) interaction inhibition; Q14145; 340,000 tested, 0.15% active; AID 504523; inhibition, % at 9.4 µM; Keap1 Kelch-Nrf2 peptide fluorescence polarization, 1536-well; in the data active = inhibition above about 12%;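 also: human Keap1 Kelch domain with fluorescein labeled Nrf2 9mer peptide probe; 0% = neutral control wells and 100% = peptide positive control; higher means more block of Keap1 binding to Nrf2 peptide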
DAGLB inh: blocks human DAGLB lipase activity. HEK293T DAGLB membrane lysate, EnzChek fluorogenic substrate. inhibition, % at 5.17 µM. 340,000 tested, 0.059% active. AID 504411; in the data active = inhibition above about 34%;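 also: 0% = enzyme with vehicle and 100% = wells lacking enzyme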
Target sequence (Q8NCG7 whole entry, looked up): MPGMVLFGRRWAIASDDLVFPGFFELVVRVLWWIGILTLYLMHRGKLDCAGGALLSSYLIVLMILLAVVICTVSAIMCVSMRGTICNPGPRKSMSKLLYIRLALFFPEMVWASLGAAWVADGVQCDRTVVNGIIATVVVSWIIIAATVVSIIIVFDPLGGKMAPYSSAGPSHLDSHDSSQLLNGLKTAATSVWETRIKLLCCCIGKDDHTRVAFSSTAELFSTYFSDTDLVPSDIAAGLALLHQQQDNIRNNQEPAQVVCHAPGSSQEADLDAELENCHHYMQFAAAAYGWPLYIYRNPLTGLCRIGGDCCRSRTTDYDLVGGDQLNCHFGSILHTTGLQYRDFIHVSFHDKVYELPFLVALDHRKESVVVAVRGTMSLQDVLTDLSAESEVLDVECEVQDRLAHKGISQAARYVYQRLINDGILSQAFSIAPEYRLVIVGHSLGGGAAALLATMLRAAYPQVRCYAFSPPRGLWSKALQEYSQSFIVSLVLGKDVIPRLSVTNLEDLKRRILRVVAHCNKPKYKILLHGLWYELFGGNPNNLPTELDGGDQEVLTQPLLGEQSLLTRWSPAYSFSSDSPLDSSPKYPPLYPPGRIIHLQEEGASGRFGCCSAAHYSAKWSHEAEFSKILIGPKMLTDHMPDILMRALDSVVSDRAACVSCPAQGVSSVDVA
CAL PDZ FP-2: blocks peptide binding to the human CAL PDZ domain; Q9HD26; purified CAL PDZ, TMR-peptide fluorescence polarization, 1 h; inhibition, % at 24.9 µM; 300,000 tested, 0.92% active; AID 602252;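 active = mean inhibition of at least 30% with at least half of replicates also reaching 30%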;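 also: 0% = DMSO neutral control and 100% = excess unlabeled competitor peptide PRC23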
An asterisk follows results filed as active. These rows are one share of the data; the hit share may differ from the screen's.

For Cc1ccc(OCC(=O)NCCc2c[nH]c3ccccc23)cc1 the results were CAL PDZ FP-1 0.9, Cardiac RTF inh -6, Pemphigus Ab inh 103, V-ATPase pH -2, NSD2 HMT inh -1, Arrestin-AP2 inh 7, C-LANA FP 1.3, Keap1-Nrf2 PPI 2, DAGLB inh -12 and CAL PDZ FP-2 6.
CCOC(=O)c1cc(NC(=O)NC2CCCCC2)c(C)nc1C was read as CAL PDZ FP-1 -2.2, Cardiac RTF inh -2, Pemphigus Ab inh 125, V-ATPase pH 0, NSD2 HMT inh 29, Arrestin-AP2 inh -3, C-LANA FP 2.0, Keap1-Nrf2 PPI -2, DAGLB inh -2 and CAL PDZ FP-2 -4.
For CC(C)CN(c1ccccc1)S(=O)(=O)c1nnc(NC(=O)c2ccco2)s1 the results were CAL PDZ FP-1 -0.8, Cardiac RTF inh -2, Pemphigus Ab inh 103, V-ATPase pH 0, NSD2 HMT inh 9, Arrestin-AP2 inh 6, C-LANA FP 1.0, Keap1-Nrf2 PPI 0, DAGLB inh 10 and CAL PDZ FP-2 -2.
`COC1CCCCC1Nc1cc(C)cc(C)c1` (centres undefined) gave CAL PDZ FP-1 -2.3, Cardiac RTF inh 4, Pemphigus Ab inh 98, V-ATPase pH 1, Arrestin-AP2 inh -1, C-LANA FP 0.1, Keap1-Nrf2 PPI -3, DAGLB inh -6 and CAL PDZ FP-2 -1.
Cc1ccccc1C(=O)NNC(=O)C(C)N1C(=O)c2ccccc2C1=O (centres undefined) was read as CAL PDZ FP-1 -3.0, Cardiac RTF inh 16, Pemphigus Ab inh 98, V-ATPase pH -2, NSD2 HMT inh -2, Arrestin-AP2 inh -4, C-LANA FP -1.5, Keap1-Nrf2 PPI -4, DAGLB inh -2 and CAL PDZ FP-2 -3.
Screening COc1cc(C(=O)COC(=O)c2cc([N+](=O)[O-])ccc2N2CCOCC2)ccc1OC(F)F returned CAL PDZ FP-1 -2.5, Cardiac RTF inh -7, Pemphigus Ab inh 102, V-ATPase pH 1, NSD2 HMT inh 1, Arrestin-AP2 inh 0, C-LANA FP -0.9, Keap1-Nrf2 PPI -3, DAGLB inh -1 and CAL PDZ FP-2 -2.
`O=C(c1ccc(NS(=O)(=O)c2cccc([N+](=O)[O-])c2)cc1)N1CCCCCC1` gave CAL PDZ FP-1 -1.8, Cardiac RTF inh -12, Pemphigus Ab inh 112, V-ATPase pH -2, NSD2 HMT inh 1, Arrestin-AP2 inh -12, C-LANA FP 1.5, Keap1-Nrf2 PPI 2, DAGLB inh 2 and CAL PDZ FP-2 -2.
For COc1ccc(NC(=O)/C(=C/c2ccc(OC(C)=O)c(OC)c2)NC(C)=O)cc1 the results were CAL PDZ FP-1 0.4, Cardiac RTF inh 0, Pemphigus Ab inh 97, V-ATPase pH -2, NSD2 HMT inh -2, Arrestin-AP2 inh 3, C-LANA FP -0.3, Keap1-Nrf2 PPI -4 and DAGLB inh -1.
Screening COc1ccc(C)cc1S(=O)(=O)N1CCC(C(=O)N2CCN(C)CC2)CC1 returned CAL PDZ FP-1 -1.5, Cardiac RTF inh 13, Pemphigus Ab inh 111, V-ATPase pH 0, NSD2 HMT inh -1, Arrestin-AP2 inh -6, C-LANA FP 0.3, Keap1-Nrf2 PPI -7, DAGLB inh 1 and CAL PDZ FP-2 -2.
Cc1ccc(/C=C2/SC(=S)N(CCCC(=O)Nc3ccc(O)cc3)C2=O)cc1 was read as CAL PDZ FP-1 -0.5, Cardiac RTF inh -1, Pemphigus Ab inh 102, V-ATPase pH 0, NSD2 HMT inh 7, Arrestin-AP2 inh 3, C-LANA FP -1.0, Keap1-Nrf2 PPI -2, DAGLB inh 1 and CAL PDZ FP-2 6.
`O=C(O)c1c[nH]n2c(=S)ncnc12` gave Pemphigus Ab inh 99, V-ATPase pH 7, NSD2 HMT inh -2 and DAGLB inh 1.
For CC(C)N(C(=O)Cc1ccccc1[N+](=O)[O-])C(C)C the results were CAL PDZ FP-1 -0.8, Cardiac RTF inh -4, Pemphigus Ab inh 104, V-ATPase pH -2, NSD2 HMT inh -1, Arrestin-AP2 inh 6, C-LANA FP 1.2, Keap1-Nrf2 PPI -1, DAGLB inh 1 and CAL PDZ FP-2 -4.
`O=C(/C=C/c1ccc(Cl)c([N+](=O)[O-])c1)c1ccc(O)cc1` gave CAL PDZ FP-1 -2.5, Cardiac RTF inh -4, Pemphigus Ab inh 104, V-ATPase pH -2, NSD2 HMT inh 9, Arrestin-AP2 inh 25, C-LANA FP 0.3, Keap1-Nrf2 PPI 0, DAGLB inh 8 and CAL PDZ FP-2 -1.
CC(C)(C)[C@H]1C=C(C(=O)N2CCN(Cc3ccc4c(c3)OCO4)CC2)O[C@@H](OCCCCO)C1 was read as CAL PDZ FP-1 0.2, Cardiac RTF inh 2, Pemphigus Ab inh 103, V-ATPase pH 3, Arrestin-AP2 inh 3, C-LANA FP 2.7, Keap1-Nrf2 PPI -2, DAGLB inh 3 and CAL PDZ FP-2 -1.
CC(C)[C@@H]1CC[C@@H](C)c2c(-c3ccccc3)n[nH]c21 was read as CAL PDZ FP-1 -0.5, Cardiac RTF inh 1, Pemphigus Ab inh 106, V-ATPase pH -5, NSD2 HMT inh -3, Arrestin-AP2 inh 10, C-LANA FP 0.6, Keap1-Nrf2 PPI 2, DAGLB inh 0 and CAL PDZ FP-2 -4.
For COc1ccc(-c2nnn(CC(=O)c3c[nH]c4ccccc34)n2)cc1OC the results were CAL PDZ FP-1 -3.5, Cardiac RTF inh -1, Pemphigus Ab inh 98, V-ATPase pH 1, NSD2 HMT inh -2, Arrestin-AP2 inh 2, C-LANA FP 0.8, Keap1-Nrf2 PPI 0, DAGLB inh -6 and CAL PDZ FP-2 -3.
`Cc1ccc(-n2c(SCc3nc4ccccc4c(=O)[nH]3)nnc2-c2ccccc2O)cc1` gave CAL PDZ FP-1 -4.7, Cardiac RTF inh -10, Pemphigus Ab inh 125, V-ATPase pH 5, NSD2 HMT inh 3, Arrestin-AP2 inh 32, C-LANA FP -3.6, Keap1-Nrf2 PPI 0, DAGLB inh 0 and CAL PDZ FP-2 -4.
Screening CCn1ncc(C2=NOC(C(=O)NCc3ccc(OC)cc3)C2)c1C (centres undefined) returned Cardiac RTF inh -7, Pemphigus Ab inh 102, V-ATPase pH -2, NSD2 HMT inh -3, Arrestin-AP2 inh 4, C-LANA FP -1.4, Keap1-Nrf2 PPI 0, DAGLB inh -2 and CAL PDZ FP-2 0.
Cc1cccc(C)c1NC(=O)N1C2CCCC1CC(NC(=O)C(C)(C)C)C2 (centres undefined) was read as CAL PDZ FP-1 -1.4, Cardiac RTF inh -5, V-ATPase pH -2, NSD2 HMT inh -10, Arrestin-AP2 inh 22, C-LANA FP -0.5, Keap1-Nrf2 PPI 2, DAGLB inh 0 and CAL PDZ FP-2 -1.
For CCOc1ccc(C(=O)COC(=O)C2COc3ccccc3O2)cc1 (centres undefined) the results were CAL PDZ FP-1 0.4, Cardiac RTF inh -4, Pemphigus Ab inh 75, V-ATPase pH 3, NSD2 HMT inh 2, Arrestin-AP2 inh 9, C-LANA FP 0.8, Keap1-Nrf2 PPI 1, DAGLB inh 0 and CAL PDZ FP-2 4.
For Cc1cccc(C(=O)NNC(=O)c2ccc(O)cc2)c1 the results were CAL PDZ FP-1 -1.4, Cardiac RTF inh 0, Pemphigus Ab inh 117, V-ATPase pH -4, NSD2 HMT inh 0, Arrestin-AP2 inh 3, C-LANA FP -5.3, Keap1-Nrf2 PPI 4, DAGLB inh 2 and CAL PDZ FP-2 1.
`CC(C)Oc1ccccc1C1CC(=O)Nc2cc3c(cc21)OCCO3` (centres undefined) gave CAL PDZ FP-1 -0.9, Cardiac RTF inh 7, Pemphigus Ab inh 107, V-ATPase pH 1, NSD2 HMT inh 5, Arrestin-AP2 inh 26, C-LANA FP 2.1, Keap1-Nrf2 PPI -6, DAGLB inh 0 and CAL PDZ FP-2 -1.
For O=C1C2CC=CCC2C(=O)N1c1n[nH]c(CCc2ccccc2)n1 (centres undefined) the results were CAL PDZ FP-1 -1.6, Cardiac RTF inh 4, V-ATPase pH 2, NSD2 HMT inh -2, Arrestin-AP2 inh -10, C-LANA FP -1.3, Keap1-Nrf2 PPI -4, DAGLB inh -2 and CAL PDZ FP-2 -2.
Screening Clc1ccc(OCCCc2nc(-c3ccncc3)no2)c(Cl)c1 returned Cardiac RTF inh -6, Pemphigus Ab inh 100, V-ATPase pH 3, NSD2 HMT inh -4, Arrestin-AP2 inh -7, C-LANA FP 1.8, Keap1-Nrf2 PPI 4, DAGLB inh -6 and CAL PDZ FP-2 33*.
For Cc1cc(C(=O)Nc2sc3c(c2C#N)CCC(C)C3)cs1 (centres undefined) the results were CAL PDZ FP-1 0.5, Cardiac RTF inh 1, Pemphigus Ab inh 92, V-ATPase pH 0, NSD2 HMT inh -3, Arrestin-AP2 inh 8, C-LANA FP -0.2, Keap1-Nrf2 PPI 1, DAGLB inh -3 and CAL PDZ FP-2 -5.
CC(=O)N1N=C2/C(=C/c3ccccc3)CCCC2C1c1ccccc1 (centres undefined) was read as CAL PDZ FP-1 -1.5, Cardiac RTF inh -9, Pemphigus Ab inh 95, V-ATPase pH 2, NSD2 HMT inh -3, Arrestin-AP2 inh 14, C-LANA FP 0.3, Keap1-Nrf2 PPI -5, DAGLB inh -2 and CAL PDZ FP-2 1.
`Oc1ccc(C(=S)N2CCN(Cc3ccccc3)CC2)cc1` gave CAL PDZ FP-1 0.0, Cardiac RTF inh -4, Pemphigus Ab inh 102, V-ATPase pH 3, NSD2 HMT inh 5, Arrestin-AP2 inh -7, C-LANA FP -1.8, Keap1-Nrf2 PPI -1, DAGLB inh 1 and CAL PDZ FP-2 -1.
`CC(C)OC(=O)CSc1nnc(-c2ccccn2)n1N` gave Pemphigus Ab inh 110, V-ATPase pH 3, NSD2 HMT inh 2 and Arrestin-AP2 inh 38.
O=C(Nc1ccccc1)c1nccn1Cc1ccc(F)cc1 was read as CAL PDZ FP-1 -0.9, Cardiac RTF inh 7, Pemphigus Ab inh 92, V-ATPase pH 1, NSD2 HMT inh -4, Arrestin-AP2 inh 10, C-LANA FP -1.8, Keap1-Nrf2 PPI -7, DAGLB inh -4 and CAL PDZ FP-2 -1.
Screening N/C(CCS(=O)(=O)c1ccc(Cl)cc1)=N\OC(=O)c1ccc(Cl)cc1 returned CAL PDZ FP-1 -0.5, Cardiac RTF inh 2, V-ATPase pH -2, NSD2 HMT inh -1, Arrestin-AP2 inh 0, C-LANA FP -0.6, Keap1-Nrf2 PPI 2, DAGLB inh -3 and CAL PDZ FP-2 3.
